Screens: PubChem, Small Molecule Screening Facility, UW Madison
PriA SSB inh – K. pneumoniae PriA-SSBct interaction inhibition; AlphaScreen SSBct-PriA binding, biotinylated peptide; inhibition, % at 33 µM; 430,000 compounds, 0.6% hits; in the data active means inhibition mostly above about 37%, no sharp cut-off; inactive means mostly below about 20%;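 further: plate controls were negative control peptide for no effect and reference peptide for full effect; strong numbers were not always called active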
An asterisk follows results filed as active; & = joins results of further samples.

SMILES | PriA SSB inh
Cn1cccc1C(CNC(=O)COc1ccc(Cl)cc1)N1CCc2ccccc2C1 (stereo not given) | -13
O=S(=O)(/C=C/c1ccccc1)N1CCC(c2ccccn2)C1 (stereo not given) | 17
Cc1ccc2sc(NC(=O)CS(=O)(=O)c3ccc(F)cc3)nc2c1C | -2
Cc1nc(CSc2cc(C)c3ccccc3n2)cs1 | -7
CCCCC(=O)Nc1ccc(-c2csc(-c3ccccc3)n2)cc1 | -9&0
Cc1cnnn1-c1ccc(C(=O)Nc2ccccc2C#N)cc1 | -17
O=C(NCCC(O)c1ccsc1)C(=O)NC1CCCC1 (stereo not given) | -11
O=C(CSc1nnc(Cn2c(=O)sc3ccccc32)n1-c1cccc(C(F)(F)F)c1)Nc1ccc2c(c1)OCCO2 | -8
CSc1cccc(C(=O)Nc2nnc(C3CCCCC3)o2)c1 | -15
COc1ccccc1NC(=O)c1sc(=S)n(-c2cc(C)ccc2C)c1N | 48*
O=S(=O)(NCc1ccc(C(O)c2ccccc2)s1)c1ccc(Cl)s1 (stereo not given) | -10
O=C(Cn1ccc2ccccc21)N1CCN(C/C=C/c2ccccc2)CC1 | 1
O=C(CCl)Nn1cnc2c(cnn2-c2ccc(F)cc2)c1=O | -2
CCCCC(=O)Nc1nc(-c2cc3ccccc3o2)cs1 | -10
O=C(NN=Cc1cccc(OC(=O)c2ccco2)c1)c1ccc(F)cc1 | -7
CCOc1ccc2nc(NC(N)=NC(=S)Nc3cccc(C)c3)nc(C)c2c1 | 9
CCN(CC)C(=O)COc1ccc(C(C)=NNC(=O)c2ccccc2Br)cc1 | 1
COc1ccc(C(CNC(=O)C(=O)Nc2cc(C)nc3ccccc23)N2CCOCC2)cc1 (stereo not given) | 8
O=C(Cc1csc(SCC(=O)c2ccccc2)n1)Nc1nccs1 | 7
CC(C)S(=O)(=O)c1ccc(CC(=O)Nc2nccs2)cc1 | -13
COc1ccc(/C=C/C(=O)NN2C(=O)CSC2=S)cc1OC | 12
CC(NC(=O)Cc1cc(=O)[nH]c(SCc2ccccc2)n1)c1ccccc1 (stereo not given) | -12
O=C(NCCn1ncc2c(N3CCN(c4ccccc4)CC3)ncnc21)[C@@H]1COc2ccccc2O1 | 4
CC(CC(=O)NCc1ccco1)=NNC(=O)c1ccc(Cl)cc1Cl | 5
COc1ccc(C=NNC(=O)c2ccccc2[N+](=O)[O-])cc1COc1c(F)c(F)c(F)c(F)c1F | -3
O=C(Nc1ccc(S(=O)(=O)N2CCc3ccccc32)cc1)Nc1cccc(Cl)c1 | -6&2
COCCNC(=O)N1CCCC[C@H](c2ccc(F)cc2)C1 | -7
Cn1c2c(c3ccccc31)CCC2=NO | -6
O=C(NCCCn1ccc2cccnc21)c1cc(C2CC2)on1 | -4
CCn1cccc(-c2nnc(SCC(=O)N(C)c3ccccc3)n2C)c1=O | 0
COc1ccc2cc(S(=O)(=O)Oc3ccc(NC(C)=O)cc3)ccc2c1 | 2
CCOC(=O)c1cn[nH]c1S(=O)(=O)Nc1cc(C)ccc1OC | -2
COc1cc(C=Nn2c(C)nnc2C)cc(OC)c1OC | -5
O=c1ccc(-c2ccccc2)nn1CCCNS(=O)(=O)Cc1ccccc1 | -9&-1
O=S(=O)(NCC(O)(c1ccccc1)C(F)(F)F)c1ccc2c(c1)CCCC2 (stereo not given) | -3
O=C(CCc1ccccc1)NN=Cc1cc2c(cc1Br)OCO2 | 0
Cc1csc(NC(=O)CCCSc2ccc(NC(=O)c3ccc(F)cc3)nn2)n1 | -8&-1
O=C(NCCCSc1nc2ccccc2o1)Nc1ncccn1 | 7
O=Cc1c(-c2ccc(Cl)cc2)nc2ncccn12 | 9
CC1CCN(S(=O)(=O)c2ccc(NN=C(C#N)C(N)=O)cc2)CC1 | -2
O=C(c1cc2n(n1)CCCO2)N1CCc2ccccc2C1 | -13
COc1cc(C=Nc2oc(C)c(C)c2C#N)cc(Br)c1O | 2
O=C(CSCc1ccccc1)NCC1CCN(c2cnccn2)CC1 | 6
CCOC(=O)N1CCc2c(sc(NC(=O)c3snnc3C)c2C(N)=O)C1 | -10
Cn1c(-c2ccccn2)nn(CCNC(=O)c2cnn(-c3ccccc3)n2)c1=O | 2
COC(=O)c1ccc(NC(=O)C2CCN(c3ccc(-c4ccccc4)nn3)CC2)cc1 | -11&-7
Cc1ccc2c(CC(=O)N3c4ccc(F)cc4CCC3C)cc(=O)oc2c1 (stereo not given) | -5
O=C(NCc1ccccc1-c1ccsc1)c1cc(C2CC2)on1 | -44

Looked up above.
PriA SSB inh result of `COC(=O)c1ccc(NC(=O)C2CCN(c3ccc(-c4ccccc4)nn3)CC2)cc1` stands at -11&-7
PriA SSB inh result of `Cc1csc(NC(=O)CCCSc2ccc(NC(=O)c3ccc(F)cc3)nn2)n1` stands at -8&-1
PriA SSB inh result of `O=C(NCc1ccccc1-c1ccsc1)c1cc(C2CC2)on1` stands at -44

No new results follow: an excerpt of the list.
SMILES | PriA SSB inh
Cn1c(-c2ccccn2)nn(CCNC(=O)c2cnn(-c3ccccc3)n2)c1=O | 2
COC(=O)c1ccc(NC(=O)C2CCN(c3ccc(-c4ccccc4)nn3)CC2)cc1 | -11&-7
Cc1ccc2c(CC(=O)N3c4ccc(F)cc4CCC3C)cc(=O)oc2c1 (stereo not given) | -5
O=C(NCc1ccccc1-c1ccsc1)c1cc(C2CC2)on1 | -44

Further entries:
SMILES | PriA SSB inh
O=C(Cc1noc2ccccc12)NCC#CCOc1ccc2c(c1)OCO2 | -2
CCn1c(C)c(C(C)=O)c2cc(OCC(O)Cn3nc(C)cc3C)ccc21 (stereo not given) | -2
O=C(NCCN1CCn2cc(OCc3ccccc3)c(=O)cc2C1=O)c1ccncc1 | 2
Cc1cc(C)c2sc(N(CCCN3CCOCC3)C(=O)c3snnc3C)nc2c1 | -1
CCOC(=O)c1csc(NC(=O)C2CCN(c3ccc(-c4ccc(Cl)cc4)nn3)CC2)n1 | -13&3
CCOC(=O)C=c1sc(=Cc2ccc(C(F)(F)F)cc2)c(=O)n1CC(=O)NCc1ccco1 | -2
CC(CC(=O)Nc1ccc(Cl)cc1Cl)=NNC(=O)c1ccco1 | -12
Cc1cc(F)ccc1S(=O)(=O)N1CC(n2cc(-c3ccccc3)nn2)C1 | -11
COc1ccc(-c2cc(-c3ccccc3)nc3sc(C(=O)NCC4CCCO4)c(N)c23)cc1 (stereo not given) | 8
Cc1ccc(NC(=O)N2CC(c3nc(Cc4ccccc4)no3)C2)cc1 | -3
COc1cccc2cc(C(=O)NCCc3nc(-c4cccs4)cn3C)oc12 | 15
CCn1nc(C(=O)N(CC2CCCO2)c2nc3cc(OC)ccc3s2)cc1C (stereo not given) | -9
COc1cc(C)c(Cl)cc1S(=O)(=O)n1c(C)nc2ccccc21 | 4
Cc1csc(-c2csc(Nc3ncccc3C)n2)c1 | -19
CCCc1nnsc1C(=O)N1CCSC1c1ccccc1F (stereo not given) | -4
COc1ccc(SCC2CCN(C(=O)Nc3ccccc3C)CC2)cc1 | -3
CSc1nsc2nc(=O)c(C=C3C(C)=Nc4ccc(C)cc43)c(N)n12 | 11
CCOC(=O)NCC(OC)c1ccco1 (stereo not given) | -8
CCOc1cn(C)c(C(=O)Nc2cccc(C(C)=O)c2)cc1=O | -3
CCOc1ccc(C(=O)N2CCN(c3ccc(-n4cccn4)nn3)CC2)cc1OCC | 6
CC(C)(C)c1cc(C(=O)NN=Cc2ccco2)n[nH]1 | -4
NCC(O)(c1ccccc1)C(F)(F)F (stereo not given) | 0
O=C(CN1CCN(Cc2nc3ccccc3[nH]2)CC1)N1CCCc2ccccc21 | -9
CC(=O)Nc1ccc(C(=O)NCCNC(=O)c2sc(-c3ccccc3)nc2C)cc1 | -19
CSc1ccccc1C(=O)NCCc1nc(C)cc(C(F)(F)F)n1 | -3
CCOC(=O)c1sc(NC(=O)c2ccnn2C)nc1C | -18
CSc1ccccc1-c1nnc(NC(=O)CCSc2ccccc2)o1 | 9
O=C(Nc1ccc(F)cc1F)C(=O)NC1CCCC1 | 1
CS(=O)(=O)n1cnc2ccccc21 | -3
COc1ccc(Cn2cnc3c4cc(F)ccc4n(CC(=O)Nc4ccccc4OC)c3c2=O)cc1 | -12
O=C(NN=Cc1cccc(F)c1)NC1CCCCC1 | -3
O=C(NCC(=O)N1CCC[C@H](c2nnc(C(F)(F)F)o2)C1)c1ccccc1 | -1
Cc1cc(C)c(C)c(S(=O)(=O)N(C)C)c1C | -1
Cc1nc2ccccc2nc1SCC(=O)c1ccc(Cl)c([N+](=O)[O-])c1 | 6
CCOC(=O)c1ccc2nc(NC(=O)Cc3ccc(C)c(C)c3)sc2c1 | 15
COC(=O)c1cccc(Nc2nn3c(=O)c4ccc(F)cc4nc3s2)c1 | 2
COc1ccc(Br)c(C(=O)Nc2cnn(C3CCOCC3)c2)c1 | -16
O=C(NCc1cccnc1)C1CCN(c2ccc(-c3ccco3)nn2)CC1 | -3
O=C(c1ncccn1)N1CCN(c2ccc(-n3cncn3)nn2)CC1 | 1
Cc1nc2ccc(NC(=O)C3CCCCN3S(C)(=O)=O)cc2s1 (stereo not given) | 0
COc1ccccc1OCC(=O)NN=C1CCCCc2ccccc21 | 1
COc1ccc(Cl)c2sc(NC(=O)c3cc(C)no3)nc12 | -8&-6
CC(=O)c1cccc(NC(=O)c2csc(Nc3ccc(OC(F)F)cc3)n2)c1 | -14&0
Cc1nnsc1C(=O)NCC[C@H](O)c1cccc2ccccc12 | -4
Cc1nc2nnc(SCc3ccccc3Cl)n2c(C)c1CCC(=O)O | -8
Cc1cc(CCNS(=O)(=O)c2cccnc2)on1 | -14
CCc1nc(SCC(=O)Nc2nc(-c3ccccc3)ns2)c2c3c(sc2n1)CCC3 | -20&-14
O=c1[nH]cnc2c1cnn2C1CCS(=O)(=O)C1 (stereo not given) | -14
O=C(Cc1cc(=O)[nH]c(SCc2ccccc2)n1)NCCCc1ccccc1 | -1
Nc1ncc2c(n1)CCS2 | -5
COC(=O)CS[C@H]1CCN(C(=O)c2nc3ccccc3s2)C1 | -3
NS(=O)(=O)c1ccc(CCNC(=O)C2CCN(S(=O)(=O)N3CCCC3)CC2)cc1 | -6
O=C(NN=C/C=C\c1ccccc1[N+](=O)[O-])c1cc(-c2ccccc2)nc2ccccc12 | 5
O=C(NC1SC(c2ccccc2)=NC1(O)c1ccccc1)c1ccccc1 (stereo not given) | 5
C[C@@H]1Oc2ccccc2N(Cc2nc(-c3cccc(Br)c3)no2)C1=O | -4
COC(=O)C1=C(C)Nc2nc(SC)[nH]c(=O)c2C1c1ccc(F)cc1 (stereo not given) | 1
Cc1nnsc1C(=O)N1CCC(CNC(=O)C(=O)Nc2cc3c4c(c2)[C@H](C)C(=O)N4CCC3)CC1 | -6
COc1ccc2c(c1)CCC2=NNC(=O)c1ccccc1 | -10
O=C(O)c1[nH]c2ccc(Cl)cc2c1-c1ccccc1 | -15
Cc1cccc(NC(=O)CCc2c(C)nn(-c3nc(C)cc(=O)[nH]3)c2C)n1 | -19

Part of the list above in order of molar mass, lowest first:
SMILES | PriA SSB inh
CSc1cccc(C(=O)Nc2nnc(C3CCCCC3)o2)c1 | -15
COc1cc(C=Nc2oc(C)c(C)c2C#N)cc(Br)c1O | 2
Cc1nnsc1C(=O)N1CCC(CNC(=O)C(=O)Nc2cc3c4c(c2)[C@H](C)C(=O)N4CCC3)CC1 | -6

Entries shown so far that have a COOH group:
SMILES | PriA SSB inh
Cc1nc2nnc(SCc3ccccc3Cl)n2c(C)c1CCC(=O)O | -8
O=C(O)c1[nH]c2ccc(Cl)cc2c1-c1ccccc1 | -15

Later entries
SMILES | PriA SSB inh
O=C(NN=Cc1ccc(Cl)cc1Cl)c1cccc(F)c1 | -12
COc1cc(C=NNC(=O)C(Cc2c[nH]c3ccccc23)NC(=O)OCc2ccccc2)cc([N+](=O)[O-])c1O (stereo not given) | 44
Cc1ccc(O)c2ncccc12 | 36
O=C(c1ccccc1Cl)N1CCC(S(=O)(=O)Cc2ccco2)CC1 | -22
CCOCC(=O)NCC(Cc1cccc(F)c1)n1cccc1 (stereo not given) | 4
O=C(Nc1ccc(Br)cc1)c1ccc(S(=O)(=O)c2ccc(Br)cc2)nc1 | -6
Cc1cc([C@@H](O)CCNC(=O)C2(c3ccc(Cl)cc3)CCCC2)c(C)o1 | -5
O=C(Cn1c(-c2cccnc2)nc2ccccc21)NCc1ccccc1Cl | 1
CSc1cccc(NC(=O)CSc2nccn3nc(-c4cccc5ccccc45)cc23)c1 | -8
CCN(CC)CCCN1C(=O)C(=O)C(=C(O)c2ccc(C)cc2)C1c1ccccn1 (stereo not given) | -10
O=C(NCc1cccs1)Nc1cnn(C2CCOCC2)c1 | 4
CSCC[C@](C)(O)CNC(=O)CCSc1ccccc1 | -4
c1ccc(CSc2ccc(-c3ccccc3)nn2)cc1 | -5
Cc1cc(C)nc(NS(=O)(=O)c2ccc(N=Nc3c(C)[nH][nH]c3=O)cc2)n1 | -1
COc1ccc2nc(-c3ccc(NC(=O)c4ccco4)cc3)cn2n1 | -8
COc1ccc(-c2ccc(=O)n(CCCC(=O)Nc3cc(F)ccc3F)n2)cc1OC | -3
COc1ccc2cc(C(=O)NCCc3csc(-n4nc(C)cc4C)n3)[nH]c2c1 | -9
CC(=NNC(=O)COc1ccccc1[N+](=O)[O-])c1cccs1 | 2
CCN(C(=O)CCCN1C(=O)/C(=C\c2cccs2)SC1=S)C1CCS(=O)(=O)C1 (stereo not given) | 13
NS(=O)(=O)c1ccc2c(c1)OCCO2 | -15
Cc1ccccc1-c1nc(S(=O)(=O)c2ccccc2)c(NCCCn2ccnc2)o1 | -7
C=C(C)C1CC=C(C)C(=NNC(=O)COc2ccccc2C)C1 (stereo not given) | -3
COc1cccc2cc(C(=O)Nc3cc(C)nn3-c3nc4ccccc4s3)oc12 | -9&-7
O=C(NCCn1ncc2c(NCc3ccco3)ncnc21)c1c[nH]c2ccccc12 | 16

Some of the compounds tested. The share of hits here may be higher or lower than overall.
